Bioassay records as filed in PubChem BioAssay.
ROMK mod: ROMK potassium channel modulators, primary screen, cell-based, thallium flux, MLSMR library; ATP-sensitive inward rectifier potassium channel 1 (Homo sapiens), P48048; Tet-inducible ROMK, thallium flux fluorescence; actives lie on both sides; B-score at 10 µM; hit rate 2% among 130,000; AID 1918, 2009;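 active means signal ratio slope over the read window, or its plate-corrected B-score, at least 3 SD from the plate mean, either direction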;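 further: B-score of the F/F0 ratio slope over 7 to 12 s after thallium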
PPARg SRC3 recr: PPARgamma agonists recruiting SRC-3 coactivator, primary screen, biochemical | Peroxisome proliferator-activated receptor gamma (Homo sapiens), P37231 | biochemical PPARgamma/SRC-3 coactivator recruitment assay | activation, % at 8 µM | hit rate 0.26% among 200,000 | AID 731, 2007; in the data active means activation above about 23%;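 further: 0% = DMSO and 100% = reference agonist; some compounds past the cut are filed as inactive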
Target sequence (P37231 whole entry, looked up): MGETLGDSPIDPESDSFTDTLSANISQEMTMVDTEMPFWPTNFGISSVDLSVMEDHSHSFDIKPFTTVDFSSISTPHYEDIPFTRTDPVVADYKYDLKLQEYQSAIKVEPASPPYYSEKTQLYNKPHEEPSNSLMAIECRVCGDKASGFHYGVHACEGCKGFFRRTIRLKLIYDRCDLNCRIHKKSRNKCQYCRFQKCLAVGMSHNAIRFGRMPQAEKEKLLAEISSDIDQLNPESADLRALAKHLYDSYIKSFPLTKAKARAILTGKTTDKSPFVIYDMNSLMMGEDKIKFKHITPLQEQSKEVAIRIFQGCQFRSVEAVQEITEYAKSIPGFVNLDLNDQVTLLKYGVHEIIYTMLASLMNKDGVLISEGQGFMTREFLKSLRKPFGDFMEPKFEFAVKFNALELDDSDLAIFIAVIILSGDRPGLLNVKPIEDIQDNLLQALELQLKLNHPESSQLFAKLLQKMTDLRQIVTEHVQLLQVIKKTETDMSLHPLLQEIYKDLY
bIAP inh: bovine intestinal alkaline phosphatase inhibitors, primary screen, selectivity assay for TNAP inhibitor project, biochemical, bovine IAP, CDP-star luminescence | inhibition, % at 20 µM | AID 1019, 2008 | purified bovine IAP, 30 min | 190,000 tested, under 10 active;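 active means over 50% inhibition of intestinal alkaline phosphatase at 20 µM in the single-dose screen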
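Incubation: 30 min reaction at room temperature / Material: purified bovine intestinal alkaline phosphatase (IAP) enzyme / Input: enzyme at 1/65,000,000 dilution / Dosing: 20 µM single dose / Signal: CDP-star luminescence signal / Reagent: CDP-star chemiluminescent phosphatase substrate, 30 µM final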
RAM network inh: inhibitors of the yeast RAM network, primary screen, dse1pr::URA3 reporter, 5-FOA selection. S. cerevisiae dse1pr::URA3 reporter, 5-FOA growth OD615, 2 d; analog-sensitive cbk1-as2 kinase mutant strain. inhibition, % at 50 µM. hit rate 1.8% among 190,000. AID 868, 2007;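 active means inhibition above a set limit, 3 SD over mean compound inhibition, cut at about 8.4% in these data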;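 further: 0% = DMSO-only wells with no growth and 100% = 10 µM 1-NA-PP1 full growth; inhibition rescues growth on 5-FOA so higher OD means more RAM inhibition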
S1P3 antagonist: S1P3 receptor antagonists, primary screen, cell-based. CHO S1P3 NFAT-BLA reporter, FRET fluorescence, antagonist mode. inhibition, % at 4.98 µM. hit rate 0.27% among 170,000. Sphingosine 1-phosphate receptor 3 (Homo sapiens), Q99500;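 active means inhibition above the plate cutoff, the mean inhibition of test wells on that plate plus 3 SD, cut at about 28% in these data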;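 further: cells challenged with S1P at its EC80 of 0.8 µM; blue over green emission ratio from cleaved BLA substrate after 4 h stimulation; 0% = S1P-stimulated wells and 100% = unstimulated DMSO-only wells; some compounds past the cut are filed as inactive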
Target sequence (Q99500 whole entry, looked up): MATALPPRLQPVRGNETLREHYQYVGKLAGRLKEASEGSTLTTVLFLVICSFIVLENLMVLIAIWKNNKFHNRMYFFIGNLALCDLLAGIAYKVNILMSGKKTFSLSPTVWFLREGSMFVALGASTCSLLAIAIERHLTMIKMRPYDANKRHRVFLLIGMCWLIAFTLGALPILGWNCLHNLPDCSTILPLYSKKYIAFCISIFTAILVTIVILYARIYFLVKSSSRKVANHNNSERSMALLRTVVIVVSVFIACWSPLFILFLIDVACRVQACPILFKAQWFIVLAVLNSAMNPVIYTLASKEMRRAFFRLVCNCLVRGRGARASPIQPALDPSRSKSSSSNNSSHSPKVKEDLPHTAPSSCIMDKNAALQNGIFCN
TR-FRET SRC-2 ct: TR-FRET signal artefacts, primary screen, artefact control for PPARgamma SRC-2 agonist project, biochemical; TR-FRET artefact counter-screen; stronger effect = higher value; TR-FRET ratio at 8 µM; hit rate 0.4% among 200,000; in the data active means TR-FRET ratio above about 2000; further: inactives centre near 1500
PPARg SRC1 recr: PPARgamma agonists recruiting SRC-1 coactivator, primary screen, biochemical. hit rate 0.41% among 200,000. activation, % at 8 µM. PPARgamma-SRC-1 coactivator recruitment biochemical assay; in the data active means activation above about 19%;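 further: 0% = DMSO and 100% = reference agonist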
Redox H2O2 prof: compounds producing H2O2 with reducing agent – biochemical, NIH compound library profiling, artefact control for MLSCN library redox annotation, primary screen. activation, % at 10 µM. AID 878, 2007. hit rate 0.03% among 200,000. DTT-dependent redox cycling H2O2, phenol red/HRP absorbance; 100% = 100 µM peroxide control, 0% = buffer;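 active means activation of at least 50% relative to the plate's high and low controls in the primary single-dose screen; inactive means activation below 50%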;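 further: compound incubated with DTT at 0.8 mM final as the reducing agent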
PPARg SRC2 recr: agonists of PPARg-SRC-2 recruitment, primary screen, biochemical, HTS; Peroxisome proliferator-activated receptor gamma (Homo sapiens), P37231; PPARgamma LBD-SRC-2 recruitment; activation, % at 8 µM; hit rate 0.34% among 200,000; AID 1032, 2008; in the data active means activation above about 22%;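 further: 0% = vehicle and 100% = reference agonist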
HMGR II inh: inhibitors of E. faecalis class II HMGR, primary screen, biochemical, Enterococcus faecalis | HMG-CoA reductase (Enterococcus faecalis, mvaE) | purified E. faecalis HMGR, NADPH absorbance 340 nm kinetic | inhibition, % at 10 µM | hit rate 0.41% among 190,000 | AID 1066, 2008;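 active means inhibition above a set limit, the median over all tested compounds plus 3 SD, cut at about 9.5% in these data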;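 further: enzyme runs in reverse so mevalonate oxidation gives rising NADPH absorbance; 0% = complete reaction with DMSO and 100% = background rate lacking mevalonate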
Lmaj promast: Leishmania major promastigote growth inhibition, primary screen; Leishmania major promastigotes, resazurin fluorescence viability; inhibition, % at 10 µM; hit rate 9% among 200,000; in the data active means inhibition above about 50%;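 further: promastigotes grown with compound for 44 hours at 28 °C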
* hit, by the source's call.

What do the screens show for `CCOC(=O)N1CCC(Nc2c(NCCCOC)c(=O)c2=O)CC1`?
ROMK mod: 0.21; PPARg SRC3 recr: -1; bIAP inh: 4; RAM network inh: 2.3; S1P3 antagonist: -12; TR-FRET SRC-2 ct: 1640; PPARg SRC1 recr: 4; Redox H2O2 prof: 0.6; PPARg SRC2 recr: 0; HMGR II inh: 2; Lmaj promast: -4

How did S=C(NCCc1ccccc1)N1CCN(C(c2ccccc2)c2ccccc2)CC1 do in these assays?
ROMK mod: 1.2; PPARg SRC3 recr: -3; bIAP inh: 3; RAM network inh: 1.6; S1P3 antagonist: -1; TR-FRET SRC-2 ct: 1647; PPARg SRC1 recr: -1; Redox H2O2 prof: 0.6; PPARg SRC2 recr: 1; HMGR II inh: -4; Lmaj promast: 24

What do the screens show for `Nc1c(-c2ccccc2)c(CSc2nc3ccccc3[nH]2)nn1-c1cccc(Cl)c1`?
ROMK mod: -2; PPARg SRC3 recr: 3; bIAP inh: -5; RAM network inh: 1.9; S1P3 antagonist: 15; TR-FRET SRC-2 ct: 1732; PPARg SRC1 recr: -2; Redox H2O2 prof: 0.3; PPARg SRC2 recr: 6; HMGR II inh: 3; Lmaj promast: 98*

How did O=C(NCc1ccc(N2CCCC2=O)cc1)NC1CCCCC1 do in these assays?
ROMK mod: -0.13; PPARg SRC3 recr: 0; bIAP inh: 2; RAM network inh: 0.5; S1P3 antagonist: 4; TR-FRET SRC-2 ct: 1452; PPARg SRC1 recr: 2; Redox H2O2 prof: 0.0; PPARg SRC2 recr: 2; HMGR II inh: -2; Lmaj promast: 2

Results for Cc1ccc2nc(SCC(=O)c3ccc4c(c3)NC(=O)CO4)[nH]c2c1 ?
ROMK mod: 0.0064; PPARg SRC3 recr: -4; bIAP inh: 3; RAM network inh: 3.2; S1P3 antagonist: 8; TR-FRET SRC-2 ct: 1754; PPARg SRC1 recr: -1; Redox H2O2 prof: 0.8; PPARg SRC2 recr: 5; HMGR II inh: 1; Lmaj promast: 5

Results for CCOc1ccc(S(=O)(=O)Nc2ccccn2)c2ccccc12 ?
PPARg SRC3 recr: 5; bIAP inh: -11; RAM network inh: 5.4; TR-FRET SRC-2 ct: 1537; PPARg SRC1 recr: 4; Redox H2O2 prof: -3.6; PPARg SRC2 recr: 4; HMGR II inh: -1; Lmaj promast: -5

How did CCCN(CCC)CCCNS(=O)(=O)c1ccc2c(c1)oc(=O)n2C do in these assays?
PPARg SRC3 recr: -11; bIAP inh: -2; RAM network inh: 0.2; S1P3 antagonist: -9; TR-FRET SRC-2 ct: 1548; PPARg SRC1 recr: 2; Redox H2O2 prof: 3.1; PPARg SRC2 recr: -3; HMGR II inh: -5; Lmaj promast: 4

How did COc1cccc(NC(=O)COc2ccc(C)cc2)c1 do in these assays?
ROMK mod: 0.083; PPARg SRC3 recr: -17; bIAP inh: -10; RAM network inh: 1.2; TR-FRET SRC-2 ct: 1375; PPARg SRC1 recr: -5; Redox H2O2 prof: 0.6; PPARg SRC2 recr: 2; HMGR II inh: -8; Lmaj promast: 3

Results for O=S(=O)(NCc1cccnc1)c1cccs1 ?
PPARg SRC3 recr: -7; bIAP inh: 2; RAM network inh: 0.7; S1P3 antagonist: -26; TR-FRET SRC-2 ct: 1575; PPARg SRC1 recr: -2; Redox H2O2 prof: 1.0; PPARg SRC2 recr: -8; HMGR II inh: 1; Lmaj promast: -1

Results for CCOC(=O)c1cc2c(ccn2C)n1CC(=O)N1CCC(Cc2ccccc2)CC1 ?
PPARg SRC3 recr: -2; bIAP inh: 5; RAM network inh: 6.9; S1P3 antagonist: -11; TR-FRET SRC-2 ct: 1515; PPARg SRC1 recr: 10; Redox H2O2 prof: -1.6; PPARg SRC2 recr: 8; HMGR II inh: -3; Lmaj promast: 95*

What do the screens show for `Cc1cc(C)n(-c2ccc(C(=O)Nc3nnc(C4CC4)s3)cc2)n1`?
PPARg SRC3 recr: 3; bIAP inh: 14; RAM network inh: 2.1; S1P3 antagonist: 33; TR-FRET SRC-2 ct: 1452; PPARg SRC1 recr: 7; Redox H2O2 prof: -3.6; PPARg SRC2 recr: 3; HMGR II inh: -1; Lmaj promast: -8

What do the screens show for `COc1ccc(C(C(=O)NCC2CCCO2)N(C(=O)CNC(=O)c2cccs2)c2ccc(NC(C)=O)cc2)cc1OC` (stereo not drawn)?
ROMK mod: 0.78; PPARg SRC3 recr: -1; bIAP inh: -20; RAM network inh: 1.3; S1P3 antagonist: 17; TR-FRET SRC-2 ct: 1646; PPARg SRC1 recr: -1; Redox H2O2 prof: 0.3; PPARg SRC2 recr: 2; HMGR II inh: -1; Lmaj promast: -6

How did COc1ccc(C(=O)Nc2nc3ccc(S(C)(=O)=O)cc3s2)cc1 do in these assays?
ROMK mod: 0.77; PPARg SRC3 recr: -8; bIAP inh: 16; RAM network inh: 3.1; TR-FRET SRC-2 ct: 1473; PPARg SRC1 recr: -5; Redox H2O2 prof: 0.5; PPARg SRC2 recr: -1; HMGR II inh: -5; Lmaj promast: -3

How did Cc1ccc(-c2cc(C)nc3nc(N)nn23)cc1 do in these assays?
ROMK mod: 0.051; PPARg SRC3 recr: -3; bIAP inh: 26; RAM network inh: 0.3; TR-FRET SRC-2 ct: 1439; PPARg SRC1 recr: -4; Redox H2O2 prof: 0.2; PPARg SRC2 recr: 2; HMGR II inh: -5; Lmaj promast: 3

What do the screens show for `COc1ccc(SN=C2C(C)=CC(=O)C=C2C)cc1`?
ROMK mod: 0.31; PPARg SRC3 recr: 5; bIAP inh: 14; RAM network inh: 5.8; S1P3 antagonist: -18; TR-FRET SRC-2 ct: 1444; PPARg SRC1 recr: 5; Redox H2O2 prof: -0.1; PPARg SRC2 recr: 5; HMGR II inh: -3; Lmaj promast: 17

How did Cc1nc2ccccc2cc1OCc1ccc(F)cc1 do in these assays?
PPARg SRC3 recr: 4; bIAP inh: 37; RAM network inh: -0.8; TR-FRET SRC-2 ct: 1731; PPARg SRC1 recr: -1; Redox H2O2 prof: -1.5; PPARg SRC2 recr: 5; HMGR II inh: 2; Lmaj promast: -2

What do the screens show for `O=C(Cc1cccc2ccccc12)Nc1ccc(-c2cc3ccccc3oc2=O)cc1`?
PPARg SRC3 recr: 11; bIAP inh: 8; RAM network inh: 2.8; TR-FRET SRC-2 ct: 2296*; PPARg SRC1 recr: 24*; Redox H2O2 prof: 3.2; PPARg SRC2 recr: 8; HMGR II inh: -3; Lmaj promast: 7

How did CCN(CCC(=O)Nc1ccc(Br)c(C)c1)Cc1ccccc1 do in these assays?
ROMK mod: -1.4; PPARg SRC3 recr: 1; bIAP inh: 0; RAM network inh: -0.1; TR-FRET SRC-2 ct: 1663; PPARg SRC1 recr: 5; Redox H2O2 prof: -0.1; PPARg SRC2 recr: 0; HMGR II inh: -7; Lmaj promast: 92*

Results for Cc1cc(=O)[nH]c(N2CCN(C(c3ccccc3)c3ccccc3)CC2)n1 ?
PPARg SRC3 recr: -4; bIAP inh: 2; RAM network inh: 2.4; S1P3 antagonist: -1; TR-FRET SRC-2 ct: 1406; PPARg SRC1 recr: 8; Redox H2O2 prof: 1.2; PPARg SRC2 recr: 4; HMGR II inh: 0; Lmaj promast: -2

What do the screens show for `Nc1nc(N2CCCCC2)nc(N(c2ccccc2)c2ccccc2)n1`?
PPARg SRC3 recr: 0; bIAP inh: 9; RAM network inh: -0.7; S1P3 antagonist: -7; TR-FRET SRC-2 ct: 1532; PPARg SRC1 recr: 4; Redox H2O2 prof: 0.7; PPARg SRC2 recr: 8; HMGR II inh: -4; Lmaj promast: -6

Results for N=c1n(Cc2ccccc2)c2ccccc2n1CC(O)COc1ccc(Cl)cc1Cl (stereo not drawn) ?
ROMK mod: -1.6; PPARg SRC3 recr: -2; bIAP inh: -12; RAM network inh: -1.8; S1P3 antagonist: 13; TR-FRET SRC-2 ct: 1754; PPARg SRC1 recr: 2; Redox H2O2 prof: -0.8; PPARg SRC2 recr: 8; HMGR II inh: -4; Lmaj promast: 100*

What do the screens show for `CCOC(=O)N1CCC(N(CCN(C)C)C(=S)Nc2ccccc2OC)CC1`?
ROMK mod: 1.7; PPARg SRC3 recr: 3; bIAP inh: -2; RAM network inh: 1.3; S1P3 antagonist: 2; TR-FRET SRC-2 ct: 1402; PPARg SRC1 recr: -9; Redox H2O2 prof: -0.2; PPARg SRC2 recr: -10; HMGR II inh: 0; Lmaj promast: -3

Results for COc1cccc(N(C(=O)c2cccs2)c2nc3ccccc3s2)c1 ?
PPARg SRC3 recr: -8; bIAP inh: 10; RAM network inh: 2.5; S1P3 antagonist: 27; TR-FRET SRC-2 ct: 1470; PPARg SRC1 recr: 14; Redox H2O2 prof: 1.9; PPARg SRC2 recr: -5; HMGR II inh: 0; Lmaj promast: 44

Results for O=C(Nc1ccc(/C=C/c2nc3ccccc3o2)cc1)c1ccc(F)cc1 ?
PPARg SRC3 recr: 11; bIAP inh: 9; RAM network inh: 7.0; TR-FRET SRC-2 ct: 1666; PPARg SRC1 recr: 2; Redox H2O2 prof: -2.1; PPARg SRC2 recr: 4; HMGR II inh: 9; Lmaj promast: -7

What do the screens show for `Cc1cc2nnc(SCCCCN3C(=O)c4ccccc4C3=O)n2c2ccccc12`?
PPARg SRC3 recr: -1; bIAP inh: -1; RAM network inh: -0.1; TR-FRET SRC-2 ct: 1626; PPARg SRC1 recr: 6; Redox H2O2 prof: 0.8; PPARg SRC2 recr: 4; HMGR II inh: -1; Lmaj promast: -7

How did CN1CCOCCOCCN(C)C1=O do in these assays?
PPARg SRC3 recr: -6; bIAP inh: 13; RAM network inh: 0.6; TR-FRET SRC-2 ct: 1453; PPARg SRC1 recr: 0; Redox H2O2 prof: -14; PPARg SRC2 recr: 1; HMGR II inh: -1; Lmaj promast: 0

Results for CCOc1cc(C(N)=O)cc(Br)c1OCC ?
ROMK mod: -0.24; PPARg SRC3 recr: 0; bIAP inh: 10; RAM network inh: -0.7; TR-FRET SRC-2 ct: 1425; PPARg SRC1 recr: 5; Redox H2O2 prof: -0.2; PPARg SRC2 recr: 10; HMGR II inh: -7; Lmaj promast: 1
